Screening data (PubChem)
SR-BI HDL uptake: mouse SR-BI HDL lipid transfer inhibition | Q61009 | AID 488896 | ldlA[mSR-BI] CHO cells, DiI-HDL uptake fluorescence, 3 h | inhibition, % at 12.5 µM | 320,000 tested, 0.96% active;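 active = mean replicate inhibition of at least 70% and a set share of replicates each scoring 70 or more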;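 note: 0% = median of neutral control wells and 100% = median of positive control wells; values of inactives mirror those of a sister screen read the other way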
Target sequence (Q61009 whole entry, looked up): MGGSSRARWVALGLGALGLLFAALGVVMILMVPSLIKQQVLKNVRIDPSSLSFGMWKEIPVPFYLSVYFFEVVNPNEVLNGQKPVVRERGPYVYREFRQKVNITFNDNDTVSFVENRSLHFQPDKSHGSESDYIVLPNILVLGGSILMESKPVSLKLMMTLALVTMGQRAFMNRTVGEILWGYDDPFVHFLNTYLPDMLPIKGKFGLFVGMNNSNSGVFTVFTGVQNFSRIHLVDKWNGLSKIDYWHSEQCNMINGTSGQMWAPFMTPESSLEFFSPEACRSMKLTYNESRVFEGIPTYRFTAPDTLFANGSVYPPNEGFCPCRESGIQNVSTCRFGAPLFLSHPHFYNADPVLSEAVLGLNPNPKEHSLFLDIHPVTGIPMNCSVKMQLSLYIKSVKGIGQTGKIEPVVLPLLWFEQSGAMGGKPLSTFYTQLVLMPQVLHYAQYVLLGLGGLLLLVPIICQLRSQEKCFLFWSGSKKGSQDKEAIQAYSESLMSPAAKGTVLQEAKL
Tat transport: blocks Tat-dependent protein export in E. coli. E. coli MC4100 TorA-mCherry Tat export, fluorescence. inhibition, % at 10 µM. 340,000 tested, 0.036% active. AID 488895;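 active = mean replicate inhibition at least 50% and at least half of replicates individually reaching 50%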;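 note: exported cargo escapes ClpAP degradation while cytoplasmic cargo is degraded and loses fluorescence; 0% = median of neutral control wells and 100% = median of NaSCN control wells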
CAL PDZ FP-1: CAL PDZ (human) peptide binding inhibition; Q9HD26; purified CAL PDZ, TMR-peptide fluorescence polarization, 1 h; inhibition, % at 24.9 µM; 300,000 tested, 0.92% active; AID 602252;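 active = mean inhibition of at least 30% with at least half of replicates also reaching 30%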;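 note: 0% = DMSO neutral control and 100% = excess unlabeled competitor peptide PRC23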
SR-BI uptake up: SR-BI HDL lipid transfer activation; CHO ldlA[mSR-BI] cells, DiI-HDL uptake fluorescence, 3 h; 100 = double the neutral-control signal; 320,000 tested, 0.096% active; activation, % at 12.5 µM;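 active = mean replicate activation of at least 60% and every replicate at or above 60%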;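 note: 0% = median plate neutral-control signal and 100% = twice that signal; values of inactives mirror those of a sister screen read the other way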
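Material – SR-BI-overexpressing, LDLR-lacking CHO cells · Medium – BSA-supplemented, HEPES-buffered Ham's F12, pH 7.4 · Doses – single concentration · Times – compound with DiI-HDL co-incubation, 3 h at 37 °C · Measured by – bottom-read fluorescence, 550/595 nm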
Wnt bcat act: activators of Wnt/beta-catenin signaling. Wnt/beta-catenin reporter cell assay, activator, plate reader. activation, % at 9.35 µM. 300,000 tested, 1.2% active. AID 743398; in the data active = activation above about 30%, passing the limit was not always enough;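 note: 0% = neutral control wells and 100% = positive control wells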
E coli growth: bacterial growth inhibition, counter-screen for AddAB inhibitors. E. coli V3065 growth, OD600 absorbance, 18 h. inhibition, % at 11.9 µM. 330,000 tested, 0.27% active. AID 449728;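 active = inhibition above the campaign's mean inhibition across all tested compounds plus 3 SD, cut at about 9.9% in these data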;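 note: uninfected addAB+ strain grown without phage in ampicillin broth; 0% = DMSO wells and 100% = ciprofloxacin 0.95 µg/ml wells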
MITF act: increases MITF-driven TRPM1 promoter luciferase signal; SK-MEL-5 TRPM1-promoter luciferase, 24 h; % of positive control, neutral wells = 0; activation, % at 12.5 µM; 300,000 tested, 0.75% active;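 active = mean activation of at least 80% with every replicate also reaching 80%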;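 note: 0% = neutral control wells and 100% = parthenolide positive control wells; values of inactives mirror those of a sister screen read the other way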
AddAB inh: less growth of phage-infected E. coli with AddAB. E. coli expressing H. pylori AddAB, absorbance growth. inhibition, % at 11.9 µM. 330,000 tested, 0.29% active. AID 435030; in the data active = inhibition above about 12%;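 note: 0% = vehicle wells of infected cells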
CAL PDZ FP-2: blocks peptide binding to human CAL PDZ domain | 330,000 tested, 0.02% active | AID 504414 | purified CAL PDZ, TMR-peptide fluorescence polarization, 1 h | inhibition, % at 20 µM | Q9HD26;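 active = highest replicate inhibition of at least 40%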;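 note: plate controls were DMSO neutral control wells for no effect and unlabeled competitor peptide control wells for full effect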
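Test system: tagged CAL PDZ domain / Buffer or medium: sodium phosphate/NaCl buffer pH 7.4 with TCEP, IgG, Thesit / Reagent: TMR-labelled reporter peptide T*-PRC34 bound in PDZ groove / Compound dosing: single point, 20 µM / Schedule: 1 h incubation at room temperature before polarization reading / Technique: fluorescence polarization (mP) / Benchmarks: unlabelled peptide, DMSO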
phage Ecoli inh: E. coli growth loss with phage present; inhibition, % at 11.9 µM; growth absorbance; 360,000 tested, 0.26% active; in the data active = inhibition above about 11%
* = called active by the depositor; / = not tested or not shown.

SMILES	SR-BI HDL uptake	Tat transport	CAL PDZ FP-1	SR-BI uptake up	Wnt bcat act	E coli growth	MITF act	AddAB inh	CAL PDZ FP-2	phage Ecoli inh
CNC(=S)N(C)/N=C1/C(=O)N(Cc2c(Cl)cccc2Cl)c2ccccc21	37.1	4.1	-4.1	-37.1	-0.6	-0.3	/	1.6	-1.1	1.2
COc1ccc(Br)cc1C(=O)Nc1ccccc1N1CCN(C(=O)c2ccccc2)CC1	54.2	-3.0	-1.3	-54.2	-2.7	2.4	-8.0	-0.1	-1.5	3.0
CCOc1ccc(S(=O)(=O)NCc2ccccn2)c(C)c1C	22.3	11.9	-2.6	-22.3	-2.0	-1.3	-0.1	1.0	-0.4	1.0
O=C(CSc1nnc(-c2ccccc2)o1)c1nnc(-c2ccccc2)o1	-15.8	19.7	-4.4	15.8	/	1.9	6.4	0.3	-0.8	3.4
Cn1c(CNC(=O)C2CCCCC2)cc2cc(Cl)ccc21	-4.5	-4.9	-2.1	4.5	-2.4	-2.6	/	1.2	-0.8	-0.5
O=C(Nc1cccc([N+](=O)[O-])c1)N1CCN(c2ccccc2)CC1	27.7	5.9	-11.2	-27.7	0.7	-2.6	13.1	-0.9	0.7	2.6
Cc1cccc2c1CC(C)(C)N=C2C1=C(O)CCCC1=O	-27.6	-2.3	1.5	27.6	/	-1.2	-9.8	1.1	-1.6	2.2
Cc1ccc(NS(=O)(=O)c2ccc(-c3ccc(=O)[nH]n3)o2)cc1	-4.5	0.2	2.6	4.5	-1.7	-1.3	-3.9	2.9	-0.1	1.1
O=C(NCCCc1nc2ccccc2[nH]1)c1ccco1	0.9	-5.0	-7.2	-0.9	1.5	-3.4	-12.3	-0.8	-1.6	-0.3
Cc1ccc(CNc2nc3c([nH]2)c(=O)n(C)c(=O)n3C)cc1	-9.1	-12.2	-1.6	9.1	-1.4	1.7	-8.8	2.7	-0.7	0.7
COc1cccc(NC(=O)CCNS(=O)(=O)c2cccc3nsnc23)c1	-21.5	-6.5	-2.1	21.5	0.4	0.3	-6.6	3.2	-0.2	2.2
CCc1nn(CC(=O)NCCCN(CC)CC)c(=O)c2cc3sc(C)cc3n12	18.0	-1.0	8.5	-18.0	3.6	-2.3	-4.8	-0.3	-0.9	1.9
COc1ccc2oc(C(=O)N(Cc3ccco3)Cc3cccs3)c(C)c2c1	30.3	16.6	-2.6	-30.3	-1.4	0.2	21.1	0.0	-3.0	0.8
CC(C)CN(Cc1cc(=O)oc2cc3c(cc12)CCCC3)CC(C)C	48.8	2.4	/	-48.8	0.8	0.8	-7.1	3.5	-0.3	2.2
CCCCCCSC1=C(C#N)C(c2ccc(C)o2)CC(=O)N1 (centres undefined)	15.6	18.1	-2.7	-15.6	/	0.4	-2.6	0.9	-1.8	1.6
COc1ccc(-c2cccc([C@H]3[C@@H]4C=CC[C@@H](C)[C@@H]4C(=O)N3Cc3ccccc3)c2)cc1	12.0	-8.1	0.8	-12.0	-2.0	2.0	10.3	1.1	-0.1	-0.6
COc1ccc(-c2cc(C(F)F)n3ncc(C(=O)N4CCSCC4)c3n2)cc1	47.6	-1.8	-0.8	-47.6	-1.0	1.6	-11.9	2.7	-0.7	2.4
O=C(NCc1ccco1)C(=O)NCC1OCCCN1S(=O)(=O)c1ccccc1 (centres undefined)	-11.3	9.0	8.7	11.3	-0.7	-3.3	-6.7	-0.2	-0.3	-0.5
COc1ccc(NC(=O)C2Cc3ccccc3CN2C(=O)c2ccco2)cc1 (centres undefined)	4.0	11.6	-0.7	-4.0	4.9	0.8	12.4	5.2	-1.1	1.4
O=C(Nc1nccs1)C1CCCN1S(=O)(=O)c1cccc2cccnc12 (centres undefined)	37.3	-5.9	/	-37.3	2.0	0.1	5.2	1.9	0.1	2.3
O=C1Nc2ccccc2N(O)N1c1cc(-c2ccccc2Cl)no1	-45.8	-7.3	0.5	45.8	3.4	-1.6	-16.1	-1.2	0.1	-0.6
COc1cc(/C=c2\sc3nc(=O)c(-c4ccccc4)nn3c2=O)ccc1OCCC(C)C	-20.5	-2.2	/	20.5	/	-1.0	-1.3	5.4	-0.2	2.6
CCCn1c(NCc2cccs2)nc2ccccc21	6.9	9.2	6.4	-6.9	/	0.6	27.0	-0.2	0.1	0.5
Clc1ccc(C2CC(c3cccs3)n3ncnc3N2)c(Cl)c1 (centres undefined)	-0.2	-2.2	/	0.2	0.0	-1.0	/	4.8	-0.4	-2.1
Cc1cccc(-n2nc(C(=O)c3ccco3)cc(-c3nc4ccccc4[nH]3)c2=N)c1	57.3	0.2	-3.3	-57.3	-0.1	-4.0	23.7	-3.7	-2.5	-1.7
O=C(Nc1c2c(nn1-c1ccccc1)CS(=O)C2)c1ccc(S(=O)(=O)N2CCOCC2)cc1 (centres undefined)	-31.9	5.9	-0.9	31.9	-4.1	3.7	-2.3	2.6	-3.9	4.0
Cc1ccc(NC(=O)CN2CCN(Cc3ccccc3)CC2)c(Br)c1	-12.5	-3.7	-4.3	12.5	5.7	-0.2	/	2.2	0.5	-0.4
CCOC(=O)c1c(NC(=O)CN2CCN(c3cccc(Cl)c3)CC2)sc(C)c1C	/	-6.3	-1.9	/	0.9	/	-8.6	/	-2.6	2.2
O=C(/C=C/c1ccc2c(c1)OCO2)c1ccc[nH]1	3.9	-0.9	-1.8	-3.9	42.4*	1.1	53.2	-0.9	-12.6	0.9
CCCn1c(SCC(=O)N2CCCC2)nc2c1c(=O)n(C)c(=O)n2C	-3.6	-5.5	-3.6	3.6	-2.7	1.0	1.3	-1.3	-0.9	3.0
CCOP(=O)(OCC)C(NC(=O)Nc1ccc(Cl)c(Cl)c1)C(N)=O (centres undefined)	12.2	1.2	-5.5	-12.2	0.1	0.4	4.7	2.6	-0.6	2.8
Cc1ccc(CNS(=O)(=O)N(C)C)cc1	-19.4	3.3	-2.1	19.4	-0.9	-0.7	2.9	0.1	0.2	1.5
Cc1c(C(=O)N2CCCCCC2)c(S(=O)(=O)Nc2cccc(F)c2)c(C)n1C	1.8	-3.2	-5.8	-1.8	1.4	-1.2	-3.3	-2.7	-2.5	1.7
COc1ccc2[nH]c3c(N4CCN(Cc5ccc6c(c5)OCO6)CC4)ncnc3c2c1	-11.0	-9.0	-0.8	11.0	/	-2.1	-5.0	5.0	0.2	2.5
Cc1c(Cl)cccc1-n1c(-c2cccnc2)n[nH]c1=S	-2.8	-0.1	-1.7	2.8	-1.5	1.0	6.9	0.7	-1.2	4.7
CCOCCCNC(=O)c1ccc(OC2CCN(C(C)=O)CC2)c(OC)c1	-2.4	4.2	/	2.4	-1.0	2.2	5.8	4.0	0.3	1.3
CC(=O)Nc1ccc(NC(=O)c2ccccc2Nc2ccccc2)cc1	/	4.2	0.6	/	-2.1	-2.2	8.6	0.4	-1.7	2.6
O=C(COC(=O)C1COc2ccccc2O1)Nc1cccc(S(=O)(=O)N2CCCCC2)c1 (centres undefined)	-5.1	2.1	-3.7	5.1	-0.9	-1.5	-2.1	-2.3	-1.1	0.8
O=c1cccc2c1c1cc[nH]c3ccc(=O)n2c31	-43.3	-5.2	48.7*	43.3	-2.4	-2.8	-31.2	3.4	-1.0	3.7
CN(C)C(=O)N1CCN(S(=O)(=O)c2ccc3ccccc3c2)CC1	-2.5	-5.6	-3.5	2.5	0.2	1.7	21.1	4.6	-2.3	3.4
CC1(C)Cc2c(sc(NC(=O)c3ccccc3Cl)c2C(=O)O)CO1	-12.6	3.3	0.1	12.6	-14.3	0.7	23.6	1.9	-2.5	3.3
O=C(CCC(=O)N1CCOCC1)NCCc1ccc(F)cc1	-15.2	3.2	3.4	15.2	-0.3	1.4	6.9	3.1	-0.2	-1.7
CN(C)c1ccc(C(c2nnnn2CCOC(=O)Nc2ccc(Cl)cc2)N2CCOCC2)cc1 (centres undefined)	28.6	-1.4	-2.6	-28.6	-0.5	/	-2.0	/	1.1	1.0
O=C1NC(c2cccc(OCc3ccccc3)c2)Nc2ccccc21 (centres undefined)	-14.5	-0.2	-4.3	14.5	-8.8	/	/	/	-1.0	3.4
OCC(O)C(O)C(O)c1cnn(-c2ccccc2)n1 (centres undefined)	-24.4	-5.8	-2.0	24.4	-5.5	/	1.4	/	-0.8	0.4
COc1ccc(Cl)cc1Nc1nc(N)nc(C(F)(F)F)n1	13.4	0.2	/	-13.4	/	0.8	-8.6	1.1	-1.6	4.4
Cc1ccc(C(=O)NCc2nnc(SCC(=O)Nc3ccccc3)n2C)cc1	-10.1	-6.7	-2.0	10.1	/	-0.3	8.2	1.6	-0.7	5.3
O=C(CCNC(=O)C1CCN(S(=O)(=O)c2ccc(F)cc2)CC1)NCc1ccncc1	-12.5	-1.2	3.5	12.5	-0.6	1.2	-3.7	1.7	-1.1	1.3
CCOC(=O)N1CCN(c2cc(=O)n(-c3ccc(OC)cc3)c(=O)[nH]2)CC1	2.1	6.0	-1.0	-2.1	/	1.0	0.5	3.0	/	0.2
COC(=O)c1cn(NC(=O)c2ccc(OC)c([N+](=O)[O-])c2)c(=O)c2ccccc12	14.1	-0.5	-0.1	-14.1	-1.7	1.2	-5.0	1.1	-1.5	0.3
O=C(Cn1nnc(-c2ccncc2)n1)NCCc1ccccc1	-3.3	4.3	-0.4	3.3	-1.5	-1.1	-8.2	-0.9	-2.1	2.8
COC(=O)c1ccc(Oc2ccc(C(F)(F)F)cn2)cc1	-3.9	-3.8	0.7	3.9	13.5	0.6	9.4	0.8	-2.3	3.7
COCCc1ncc(CN2CCCCC2C(=O)Nc2ccc(Oc3ccccc3)nc2)cn1 (centres undefined)	-18.5	-2.4	-2.7	18.5	4.5	1.9	1.7	-0.6	-2.8	-0.6
CCCc1cc(C(=O)Nc2cc(OC)ccc2OC)cs1	22.4	1.3	-4.7	-22.4	5.8	1.1	-3.8	-0.7	0.3	3.7
COc1ccc(N2CCN(CC(O)COc3ccc([N+](=O)[O-])cc3)CC2)cc1 (centres undefined)	-5.5	1.8	-0.2	5.5	/	-1.1	2.1	1.5	-1.5	4.1
COc1cccc(C(=O)N2CCN(Cc3cccc(F)c3)CC2)c1	-13.6	-11.7	-0.8	13.6	-0.7	-2.6	-4.0	-0.3	-0.5	0.6
CCOC(=O)c1cccc(NC(=O)CSc2nnc(CNc3ccc(C)cc3)n2CC)c1	20.8	2.9	/	-20.8	/	-1.9	-0.6	0.2	-1.9	2.9
COc1ccc(-c2onc3ccc(Br)cc23)cc1	9.9	5.9	-4.7	-9.9	1.8	2.3	23.3	5.9	-1.2	3.4
